Compound activity as filed in PubChem.
Tn7 DDE FP = inhibitors of Tn7 peptide binding to fibrin DD(E), primary screen, biochemical, fluorescence polarization, human fibrin, Tn7 probe | actives 0.13% (n = 370,000) | FP displacement of FITC-Tn7 peptide from fibrin DD(E); 0% = median of compound wells per plate | inhibition, % at 8.3 µM | AID 720508, 2013;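 active means inhibition above the mean of compounds falling within the control limits plus 3 SD of them, cut at about 14% in these data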;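 further: 0% = plate median of compound wells and 100% = 10 µM Aha-Tn7 peptide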
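Assay system: human fibrin DD(E) protein / Input: 2 µM fibrin DD(E) / Benchmarks: high control of 10 µM Aha-Tn7 peptide / Measured by: fluorescence polarization of the labelled Tn7 tracer / Medium: Tris buffer with calcium and detergent, pH 7.8 / Timing: 10 min compound pre-incubation, 3 h probe incubation at room temperature / Repeats: one replicate per compound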
TDP2 inh = human TDP2 enzyme inhibitors, primary screen, biochemical, epi absorbance, recombinant enzyme | actives 0.34% (n = 370,000) | inhibition, % at 12.8 µM | Tyrosyl-DNA phosphodiesterase 2 (Homo sapiens), O95551 | AID 720702, 2013 | T5PNP hydrolysis, p-nitrophenol absorbance 415 nm;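 active means inhibition above the mean of all tested compounds plus 3 SD, set per campaign, cut at about 25% in these data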;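 further: 0% = DMSO with enzyme and 100% = buffer with substrate but no TDP2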
Target sequence (O95551 whole entry, looked up): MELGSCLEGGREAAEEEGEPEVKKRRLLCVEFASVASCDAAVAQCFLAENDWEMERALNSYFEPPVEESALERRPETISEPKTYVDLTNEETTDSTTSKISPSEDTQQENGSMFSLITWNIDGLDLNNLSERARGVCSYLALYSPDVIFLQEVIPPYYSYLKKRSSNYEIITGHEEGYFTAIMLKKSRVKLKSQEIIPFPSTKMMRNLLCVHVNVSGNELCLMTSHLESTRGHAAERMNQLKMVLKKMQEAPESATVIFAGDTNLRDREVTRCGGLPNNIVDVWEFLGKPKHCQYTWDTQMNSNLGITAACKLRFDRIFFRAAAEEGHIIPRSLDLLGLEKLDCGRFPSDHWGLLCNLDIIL
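Material: recombinant human TDP2; quantity: TDP2 enzyme at 120 nM final; medium: Tris-HCl pH 7.5 with MgCl2; compound: single concentration, 12.8 µM nominal, with 1% DMSO; incubation: 2 h enzyme incubation at 37 °C; signal: epi absorbance; measure: percent inhibition; benchmarks: high control without enzyme, low control DMSO plus TDP2; repeats: singlicate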
PLC-gamma1 inh = PLC-gamma1 enzyme inhibitors, primary screen, biochemical, fluorescence, purified enzyme. fluorogenic substrate. actives 0.84% (n = 370,000). inhibition, % at 12.2 µM; in the data active means inhibition above about 9.5%
ASAP1 inh = inhibitors of human ASAP1 ArfGAP activity, primary screen, biochemical, fluorescence polarization | Arf-GAP with SH3 domain, ANK repeat and PH domain-containing protein 1 (Homo sapiens), … | ASAP1-stimulated ARF1 GTP hydrolysis, GDP FP detection | inhibition, % at 16.5 µM | actives 0.19% (n = 360,000); in the data active means inhibition above about 25%;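 further: 0% = vehicle with enzyme and substrate and 100% = no enzyme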
Target sequence (Q9ULH1 325-724 limits assumed): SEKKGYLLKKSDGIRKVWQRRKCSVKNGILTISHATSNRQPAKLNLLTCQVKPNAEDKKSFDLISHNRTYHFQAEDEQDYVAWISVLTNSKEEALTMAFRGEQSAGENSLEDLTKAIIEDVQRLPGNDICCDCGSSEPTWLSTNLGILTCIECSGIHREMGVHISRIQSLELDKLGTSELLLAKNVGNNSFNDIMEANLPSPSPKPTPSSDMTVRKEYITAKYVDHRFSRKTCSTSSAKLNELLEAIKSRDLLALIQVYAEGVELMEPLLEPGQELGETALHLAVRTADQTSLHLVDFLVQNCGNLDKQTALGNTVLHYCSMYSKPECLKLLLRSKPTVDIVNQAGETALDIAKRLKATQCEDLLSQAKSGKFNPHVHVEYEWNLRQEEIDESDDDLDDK
ARFGAP1 inh = inhibitors of rat ARFGAP1 GAP activity, primary screen, biochemical, fluorescence polarization, GDP tracer; ADP-ribosylation factor GTPase-activating protein 1 (Rattus norvegicus), Q62848; Arfgap1-stimulated ARF1 GTP hydrolysis, GDP FP detection; inhibition, % at 16.5 µM; actives 0.26% (n = 360,000); AID 651572, 2012;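 active means inhibition above a per-plate limit, mean inhibition of low control wells plus 3 SD, cut at about 25% in these data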;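 further: 0% = DMSO wells with enzyme and 100% = wells lacking Arfgap1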
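Assay system: Rat Arfgap1 GAP domain (His6, aa 1-136), purified enzyme | Buffer or medium: HEPES 25 mM pH 7.5, NaCl 150 mM, MgCl2, DTT | Schedule: GTP hydrolysis reaction 2 h at 25 °C | Signal: FP of antibody-bound GDP Alexa 633 tracer, ex 620/em 688 nm | Measure: Percent inhibition of Arfgap1-stimulated GTP hydrolysis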
KLK7 zymogen act = proKLK7 zymogen activators, primary screen, biochemical, fluorescence intensity | Kallikrein-7 (Homo sapiens), P49862 | purified proKLK7, EDANS-DABCYL substrate fluorescence; 100% is mature enzyme control, 0% vehicle | activation, % at 7 µM | actives 0.9% (n = 370,000) | AID 652039, 2013;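 active means activation above the mean of all tested compounds plus 3 SD, computed per campaign excluding outliers beyond control limits, cut at about 13% in these data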
Target sequence (P49862 whole entry, looked up): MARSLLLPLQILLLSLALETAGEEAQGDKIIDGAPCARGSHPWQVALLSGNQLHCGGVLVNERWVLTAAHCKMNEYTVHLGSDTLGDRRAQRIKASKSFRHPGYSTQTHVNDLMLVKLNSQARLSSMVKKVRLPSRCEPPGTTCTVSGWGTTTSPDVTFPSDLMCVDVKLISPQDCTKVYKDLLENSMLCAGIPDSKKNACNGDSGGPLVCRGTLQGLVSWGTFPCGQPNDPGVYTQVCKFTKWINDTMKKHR
LEDGF integ inh = blockers of LEDGF/p75-dependent integrase strand transfer – biochemical, TR-FRET, high throughput, primary screen; TR-FRET IN-LEDGF/p75 DNA integration, Eu/Cy5; inhibition, % at 3.7 µM; actives 0.64% (n = 370,000); AID 743269, 2014;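 active means inhibition above the screen-wide mean plus 3 SD, cut at about 13% in these data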;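 further: signal is the Cy5 over europium emission ratio at 671 and 618 nm; 0% = plate median of compound wells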
ADAM17 inh = ADAM17 inhibitors, primary screen, biochemical, QFRET | Disintegrin and metalloproteinase domain-containing protein 17 (Homo sapiens), P78536 | recombinant ADAM17, EDANS/DABCYL FRET peptide cleavage | inhibition, % at 6.95 µM | actives 0.83% (n = 370,000) | AID 720648, 2013;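 active means inhibition above the mean of compounds lying between control limits plus 3 SD, set per campaign, cut at about 8.5% in these data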;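 further: 0% = DMSO-only wells as the low control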
ADAM10 inh = human ADAM10 inhibitors, primary screen, biochemical, QFRET, HTS; Disintegrin and metalloproteinase domain-containing protein 10 (Homo sapiens), O14672; inhibition, % at 7 µM; AID 720582, 2013; recombinant ADAM10, EDANS/DABCYL FRET peptide cleavage, 3 h; actives 0.62% (n = 370,000);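 active means inhibition above a per-campaign cutoff equal to the mean of compounds falling between control-based bounds plus 3 SD, cut at about 20% in these data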;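 further: 0% = DMSO wells while the 100% control is not disclosed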
DDE Tn6 FP inh = inhibitors of Tn6 peptide binding to fibrin DD(E), primary screen, biochemical, fluorescence polarization, human fibrin, Tn6 probe. Fibrinogen beta chain (Homo sapiens), P02675. Fibrin DD(E) TRITC-Tn6 fluorescence polarization displacement. inhibition, % at 8.3 µM. actives 0.21% (n = 370,000). AID 720509, 2013;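 active means inhibition above a per-campaign cutoff: mean of compounds within control limits plus 3 SD, cut at about 15% in these data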;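 further: 0% = median of all compound wells on the plate and 100% = blocking peptide control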
Starred values were filed as active, the others as inactive; / = not tested or not shown. Compounds as they come. Share with any hit: about 4.2%.

The opening 5 entries (preview)
SMILES	Tn7 DDE FP	TDP2 inh	PLC-gamma1 inh	ASAP1 inh	ARFGAP1 inh	KLK7 zymogen act	LEDGF integ inh	ADAM17 inh	ADAM10 inh	DDE Tn6 FP inh
O=C(N/N=C\c1cn(-c2ccccc2)nc1-c1ccccc1)c1ccc2c(c1)OCO2	-7	-1	7	4	1	0.6	0	2	-1	0
Cn1cnnc1Sc1ccc(C(=O)NCCC(c2ccccc2)c2ccccc2)cc1[N+](=O)[O-]	2	-5	8	13	-1	0.5	8	6	10	0
O=C(Nc1ccc(F)cc1)N1CCC(c2nc3c(nnn3Cc3cccc(Cl)c3)c(=O)[nH]2)CC1	7	-15	2	-6	-3	0.5	-4	2	6	-5
Nn1c(SCC(=O)NC2CCS(=O)(=O)C2)nnc1-c1ccco1 (configuration not stated)	-4	-6	1	-9	10	0.0	-4	-5	-15	2
CC1(C2CC(C(F)(F)F)n3nc(C(=O)O)cc3N2)CC1 (configuration not stated)	-3	-12	-5	3	-4	-0.2	-1	1	-1	-2

Results, from the start:
SMILES	Tn7 DDE FP	TDP2 inh	PLC-gamma1 inh	ASAP1 inh	ARFGAP1 inh	KLK7 zymogen act	LEDGF integ inh	ADAM17 inh	ADAM10 inh	DDE Tn6 FP inh
O=C(N/N=C\c1cn(-c2ccccc2)nc1-c1ccccc1)c1ccc2c(c1)OCO2	-7	-1	7	4	1	0.6	0	2	-1	0
Cn1cnnc1Sc1ccc(C(=O)NCCC(c2ccccc2)c2ccccc2)cc1[N+](=O)[O-]	2	-5	8	13	-1	0.5	8	6	10	0
O=C(Nc1ccc(F)cc1)N1CCC(c2nc3c(nnn3Cc3cccc(Cl)c3)c(=O)[nH]2)CC1	7	-15	2	-6	-3	0.5	-4	2	6	-5
Nn1c(SCC(=O)NC2CCS(=O)(=O)C2)nnc1-c1ccco1 (configuration not stated)	-4	-6	1	-9	10	0.0	-4	-5	-15	2
CC1(C2CC(C(F)(F)F)n3nc(C(=O)O)cc3N2)CC1 (configuration not stated)	-3	-12	-5	3	-4	-0.2	-1	1	-1	-2
Cc1cccc(C(=O)OCC(=O)NCCCc2ccccc2)c1O	4	6	-5	19	10	0.8	1	0	1	5
COC(=O)[C@]1(Cc2ccccc2)N[C@H](CN(C)C(=O)Nc2ccc(OC)cc2)[C@@H]2C(=O)N(C)C(=O)[C@@H]21	6	-6	-2	2	2	-0.3	-1	-3	-5	2
COc1ccc(-c2csc(NC(=O)c3ccccc3NS(=O)(=O)c3ccc(F)c(F)c3)n2)cc1	7	-4	-37	29*	10	0.5	-3	1	-1	-5
COC(=O)c1ccc(CNC(=O)c2ccc(COc3ccccc3)cc2)cc1	-2	2	-1	-13	1	0.4	1	1	0	2
CC1CCc2nn(CC(=O)NCCCN3CCCC3=O)cc2C1 (configuration not stated)	-2	-1	-2	14	3	0.1	2	-1	-5	3
CCOC(=O)C1(Cc2ccccc2)CCCN(Cc2ccccn2)C1 (configuration not stated)	0	-6	2	-11	5	0.5	1	-2	7	3
CNC(=S)Nc1ccc([N+](=O)[O-])cc1	4	-3	4	-3	13	-0.3	-6	5	-5	1
Cn1nccc1C(=O)N1CCCC(N2CCN(c3cccc(C(F)(F)F)c3)CC2)C1 (configuration not stated)	3	5	0	-4	2	-0.7	-5	-5	-8	-1
O=C(CCNc1ccccc1)c1ccc2c(c1)OCO2	2	-9	0	-9	3	-0.2	1	-2	2	5
Cc1cc(-c2ccc(C)c(S(=O)(=O)NCc3cccc(Br)c3)c2)on1	-2	7	0	-4	11	0.6	0	-1	9	-1
NNC(=O)CN1C(c2ccccc2Br)=Nc2ccc(Br)cc2C1c1ccccc1 (configuration not stated)	0	-5	-8	0	-4	-1.4	1	4	7	-2
COc1ccc(-n2cnc3cc(C(=O)NCCN4CCOCC4)ccc32)cc1	-2	-10	1	13	-11	-0.9	-1	-1	6	3
Cc1c(NC(=O)C2CCCCN2S(=O)(=O)c2ccc(Cl)cc2)c(=O)n(-c2ccccc2)n1C (configuration not stated)	-4	0	0	-7	3	-0.7	-1	-4	-9	6
COc1cccc(OC)c1C(=O)Nn1c(-c2cccc(C)c2)nc2ccccc2c1=O	-3	3	0	10	12	-0.1	1	-3	-1	1
CC(=O)Oc1ccc(C(=O)Nc2ccccc2C(=O)NCC(C)C)cc1	-7	-5	2	-9	6	-0.1	-1	0	-3	3
COc1ccc2[nH]c3c(=S)nc[nH]c3c2c1	-2	3	-164	4	13	21*	-2	-37	-108	8
Cc1ccc(C(=O)NC(=S)Nc2ccc(CN3CCCCC3)cc2)c(C)c1	4	3	-1	-6	6	0.3	-2	-6	-5	-1
CCC(C)[C@H](NC(=O)NCc1cccc(OC)c1)C(=O)O (some centres not stated)	2	3	1	4	1	0.4	-2	-3	-2	7
C=CCNC(=O)NC(=O)COC(=O)c1ccccc1Sc1ccc(C(F)(F)F)cc1[N+](=O)[O-]	6	-2	1	-1	-2	-0.3	-4	-1	-3	7
CN(C)c1ccc(C2CC(=O)NC3=C2C(=O)CC(C)(C)C3)cc1 (configuration not stated)	-1	-1	-6	9	1	0.6	0	-5	-16	0
CC(Sc1nnc2n1CCCCC2)C(=O)Nc1ccc(S(N)(=O)=O)cc1 (configuration not stated)	-3	-8	4	6	3	0.1	-1	-4	4	6
COc1ccc(CCNC(=O)CCN2C(=O)COc3ccccc32)cc1OC	3	0	1	-7	2	0.8	-1	-2	0	-2
CCN(C(=O)COc1ccc2ccc(=O)oc2c1)C1CCCCC1	4	2	-16	-6	-6	1.3	-4	-64	-241	2
O=C(NCc1ccccc1)C1c2ccccc2OCC(=O)N1CC(F)(F)F (configuration not stated)	2	4	0	3	9	0.8	-1	-2	-13	4
C=CCn1c(-c2ccccc2)n[nH]c1=S	0	0	-1	-6	3	-0.7	-2	-1	2	1
COc1ccc(Sc2nc(-c3ccccn3)ncc2OC)cc1	-5	-3	0	3	-7	-0.4	8	-4	1	4
COc1ccc(Nc2cc(Nc3cccc(OC)c3)ncn2)cc1	2	-4	1	8	2	0.4	5	1	9	-5
C[C@H]1CN(c2ccc(N3CCN(C(=O)OC(C)(C)C)C[C@@H]3C)cc2C#N)CCN1Cc1ccccc1	-2	-8	-89	-10	18	-2.0	2	-27	-58	4
O=C(O)Cc1ccc(NC(=O)Cc2ccc3ccccc3c2)cc1	1	3	-2	-23	2	-0.3	-1	-5	-3	1
CC(=Nc1cc(C(=O)c2ccccc2)ccc1N)C1=C(O)CC(C)(C)CC1=O	-4	1	-6	-2	-1	-1.0	0	-1	-1	-5
O=C(Nc1c(-c2ccc(C(F)(F)F)cc2)nc2ncccn12)c1ccccc1	4	0	-88	/	/	1.8	-4	-30	-84	-4

Structural class, those above containing an NH in an aromatic ring (three)
SMILES	Tn7 DDE FP	TDP2 inh	PLC-gamma1 inh	ASAP1 inh	ARFGAP1 inh	KLK7 zymogen act	LEDGF integ inh	ADAM17 inh	ADAM10 inh	DDE Tn6 FP inh
O=C(Nc1ccc(F)cc1)N1CCC(c2nc3c(nnn3Cc3cccc(Cl)c3)c(=O)[nH]2)CC1	7	-15	2	-6	-3	0.5	-4	2	6	-5
COc1ccc2[nH]c3c(=S)nc[nH]c3c2c1	-2	3	-164	4	13	21*	-2	-37	-108	8
C=CCn1c(-c2ccccc2)n[nH]c1=S	0	0	-1	-6	3	-0.7	-2	-1	2	1

Single values from the results shown.
C=CCn1c(-c2ccccc2)n[nH]c1=S in Tn7 DDE FP is entered as 0
O=C(Nc1c(-c2ccc(C(F)(F)F)cc2)nc2ncccn12)c1ccccc1 in ADAM17 inh is entered as -30

Next section.
SMILES	Tn7 DDE FP	TDP2 inh	PLC-gamma1 inh	ASAP1 inh	ARFGAP1 inh	KLK7 zymogen act	LEDGF integ inh	ADAM17 inh	ADAM10 inh	DDE Tn6 FP inh
COc1ccc(N2CCN(C3CCCN(C(=O)CN4CCCC4=O)C3)CC2)cc1 (configuration not stated)	4	-18	9.8*	-6	5	-0.1	-4	-5	-3	-6
CC(=O)c1c(C)[nH]c(C(=O)CSc2nc3ccccc3c(=O)n2CCCN2CCOCC2)c1C	1	-2	1	4	-3	-0.1	-1	4	6	2
CC(C)(C)Nc1nc(Cl)nc(NC(C)(C)C)n1	4	-22	7	3	12	-0.5	-7	-3	-5	-5
CCOc1cc(/C=N/NC(=O)c2ccccc2-n2cccc2)ccc1O	5	6	-24	-14	-1	0.6	-2	-8	-24	-4
CCOc1ccccc1C(=O)n1nc2nc(C)cc(C)c2c1N	-2	-4	2	6	-12	-0.4	4	0	-3	-19
COc1ccc(CNC(=O)c2cc(C3CC3)nc3c2cnn3C(C)C)cc1	-2	9	-8	-6	-5	-0.1	-3	-4	-26	-6
Oc1ccc(/C(Cc2ccccn2)=N\Nc2ccccc2)c(O)c1	0	8	-10	4	3	-0.1	0	-5	-8	5
Cc1ccc(N2C(=O)c3ccccc3C2=O)nc1	-1	-10	6	8	4	0.3	3	-3	8	5
O=c1c2ccccc2nnn1CSc1nc2cc(Cl)ccc2c(=O)n1Cc1ccco1	-1	8	5	3	-3	0.1	2	-6	-11	1
Cc1n[nH]c(C)c1Sc1ccccc1[N+](=O)[O-]	0	-3	-1	5	-4	0.6	-3	-6	2	-2
